Source: PubChem
Sm TGR block: blocks Schistosoma mansoni thioredoxin glutathione reductase | actives 3% (n = 360,000) | AID 485364 | purified TGR, DTNB reduction, TNB absorbance 405 nm | Q962Y6 | Potency, µM (doses to about 114 µM), without a hit: at the highest dose activity change, negative = inhibition, usual class: inhibitors; also: potency is read from the fitted curve at half-maximal effect; nearly all actives have a fitted effect of over 60% in size
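TGR 20 nM + NADPH 100 uM (dispensed conc.), cpd preinc 15 min RT; start with NADPH (500 uM addition) then DTNB (15 mM addition). Kinetic TNB absorbance, 405 nm filter. Four-parameter Hill fit across titration.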
LmPK inhibitor: LmPK (Leishmania mexicana) enzyme inhibition | Potency, µM (highest dose often 57.5 µM), without a hit: at the top dose activity change, negative = inhibition, hits mostly inhibitors | actives 0.37% (n = 290,000) | purified LmPK, Kinase-Glo ATP luminescence, 1 h | Q27686; also: potency is read from the fitted curve at half-maximal effect
Target sequence (Q27686 whole entry, looked up): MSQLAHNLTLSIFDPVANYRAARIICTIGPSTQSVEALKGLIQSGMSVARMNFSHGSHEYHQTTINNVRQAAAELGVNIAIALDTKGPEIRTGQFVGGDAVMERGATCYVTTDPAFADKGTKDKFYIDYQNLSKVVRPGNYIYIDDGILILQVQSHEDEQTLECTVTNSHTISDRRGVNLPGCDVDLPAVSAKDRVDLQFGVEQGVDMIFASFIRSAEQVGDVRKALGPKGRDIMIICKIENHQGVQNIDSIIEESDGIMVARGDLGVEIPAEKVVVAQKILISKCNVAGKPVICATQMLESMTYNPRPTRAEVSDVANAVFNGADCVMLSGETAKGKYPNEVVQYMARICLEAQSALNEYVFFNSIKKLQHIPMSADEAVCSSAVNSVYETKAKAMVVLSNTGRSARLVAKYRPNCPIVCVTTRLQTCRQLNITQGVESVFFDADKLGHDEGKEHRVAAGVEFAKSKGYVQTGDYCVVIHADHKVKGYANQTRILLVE
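Pyruvate kinase activity monitored as ATP production (luciferase luminescence). Conditions: 0.1 nM enzyme, 0.5 mM PEP, 0.1 mM ADP, 1 h, RT; normalized against uninhibited and no-enzyme wells.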
AmpC no deterg: AmpC beta-lactamase inhibition without detergent; P00811; AmpC nitrocefin hydrolysis, absorbance 480 nm, 0.0001% Triton; Potency, µM (titrated, usually from 57.1 µM), without a hit: top-dose activity change, negative = inhibition, actives largely listed as inhibitors; actives 0.52% (n = 330,000); AID 485341;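 also: potency is read from the fitted curve at half-maximal effect; plate controls were no compound for no effect and no enzyme for full effect; nearly all actives have a fitted effect of over 20% in size; some results filed as inactive show a strong effect at the top dose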
Target sequence (P00811 whole entry, looked up): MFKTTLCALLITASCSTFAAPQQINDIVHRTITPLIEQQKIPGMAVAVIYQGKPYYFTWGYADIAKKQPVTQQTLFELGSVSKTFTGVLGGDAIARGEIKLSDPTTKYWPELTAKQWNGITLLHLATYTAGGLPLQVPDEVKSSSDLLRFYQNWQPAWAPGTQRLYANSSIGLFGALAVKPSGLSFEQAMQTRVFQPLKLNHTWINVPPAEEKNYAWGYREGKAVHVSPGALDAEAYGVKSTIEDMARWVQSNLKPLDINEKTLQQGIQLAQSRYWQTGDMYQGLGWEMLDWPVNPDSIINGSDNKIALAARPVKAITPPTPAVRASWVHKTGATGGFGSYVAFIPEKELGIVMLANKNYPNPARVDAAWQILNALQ
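AmpC (5.3 nM in the dispensed reagent) in 20 mM phosphate pH 7.0 with 0.01% (detergent screen) or 0.0001% Triton X-100 was preincubated with compounds for 15 min at room temperature. Nitrocefin was then added from an 800 uM solution, and hydrolysis was followed at 480 nm.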
Tb PYK inh: blocks Trypanosoma brucei pyruvate kinase. Q57TT1. Potency, µM (top dose mostly 76.8 µM), inactives show at the highest dose activity, negative = inhibition, usual class: inhibitors. actives 0.12% (n = 410,000). TbPYK enzyme, Kinase-Glo Plus ATP luminescence, 45 min; also: potency is read from the fitted curve at half-maximal effect; nearly all actives have a fitted effect of over 50% in size
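Quantitative HTS: titrated library compounds versus trypanosomal pyruvate kinase in TEA buffer (pH 7.2) containing KCl, MgCl2, BSA and Tween-20. Reactions were initiated with ADP, 130 uM final. Kinase-Glo Plus luminescence was read after 45 min at RT.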
AMA1 RON2 block: AMA1-RON2 (P. falciparum) interaction inhibition. AlphaScreen AMA1-biotinylated RON2 peptide binding. Potency, µM (highest dose often 58.2 µM), for the others: at the top dose activity change, negative = inhibition, hits mostly inhibitors. actives 0.2% (n = 360,000). AID 720542;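 also: potency is read from the fitted curve at half-maximal effect; 0% = vehicle wells and -100% = peptide control; nearly all actives have a fitted effect of over 45% in size; some results filed as inactive show a strong effect at the top dose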
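AMA1 (3D7) with his tag at 25 nM final met compounds first, then biotinylated RON2 peptide at 25 nM; detection used donor plus acceptor beads, 10 µg/mL apiece, read by AlphaScreen after 30 min at room temperature.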
HCMV inh: human cytomegalovirus inhibition | HFF cells, HCMV-luciferase reporter, 72 h; hits give low values | activity change, negative = inhibition, % at 57.5 µM | actives 4.5% (n = 410,000); in the data active = activity change below about -60%; inconclusive = no clear call, values can overlap the other calls; inactive = above about -39%
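Steps: HFFs plated, 16 h 37C; compounds added; HCMV-luciferase added to MOI 1 PFU/cell; 72 h 37C; OneGlo reagent, 5 min room temperature; luminescence read, normalized to controls.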
AmpC inh detg: inhibitors of E. coli AmpC beta-lactamase with detergent. P00811. AmpC hydrolysis of nitrocefin, absorbance 480 nm, 0.01% Triton. Potency, µM (series often up to 114 µM), for the others: at the highest dose activity change, negative = inhibition, actives largely listed as inhibitors. actives 0.041% (n = 370,000);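 also: potency is read from the fitted curve at half-maximal effect; 0% = no-compound wells and -100% = no-enzyme wells; nearly all actives have a fitted effect of over 25% in size; some results filed as inactive show a strong effect at the top dose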
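AmpC (5.3 nM in the dispensed reagent) in 20 mM phosphate pH 7.0 with 0.01% (detergent screen) or 0.0001% Triton X-100 was preincubated with compounds for 15 min at room temperature. Nitrocefin was then added from an 800 uM solution, and hydrolysis was followed at 480 nm.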
An asterisk follows results filed as active; ? = inconclusive; . = not tested or not shown; & = joins results of further samples; [ ] = dose if it differs, or a comment. Unless noted, calls follow the shape of the dose curve; as a rule, active = well fitted curve in the direction sought with a large enough effect; inconclusive = small, poorly fitted or top-dose-only effect, or another doubt; inactive = no such curve, though single readings can be large; an effect the other way counts as inactive or inconclusive. Unless noted, % is scaled to controls: 0 for no effect and ±100 for the full control effect.

SMILES	Sm TGR block	LmPK inhibitor	AmpC no deterg	Tb PYK inh	AMA1 RON2 block	HCMV inh	AmpC inh detg
C/C(=N\NC(=O)c1ccccc1O)c1ccc(Br)s1	1%	-3%	-27%	-2%	42%[activator]	-27	?
CCc1cccc(CC)c1NC(=O)COC(=O)c1ccc(F)c(S(=O)(=O)N(CC)CC)c1	-1%	1%	-2%	-4%	46%[activator]	-4	-3%
O=C(c1ccc(CS(=O)(=O)Cc2ccc(Cl)cc2)o1)N1CCCC1	?	0%	-8%	-3%	3%	-25	-9%
CC1(C)Cc2c(sc(NC(=O)C(=O)N3CCN(CCO)CC3)c2C(N)=O)CO1	0%	2%	-4%	8%	81%[activator]	-24	-2%
CCC(=O)N1CCC2(CC1)Oc1ccc(F)cc1C(=O)C21CC(c2ccccc2)=NO1 (stereo unspecified)	50µM*	-1%	174%[activator]	3%	-7%	-13	2%
O=C(CNC(=O)c1cccs1)N/N=C/c1c(F)cccc1Cl	-22%	1%	-23%	-6%	-5%	-60*	-3%
NC(=O)COC(=O)CNC(=O)c1ccc(Cl)cc1	0%	-6%	-16%	5%	-7%	50	-13%
Cc1cc(N2CCN(c3cccc(C(F)(F)F)c3)CC2)n2nc(-c3ccccc3)nc2n1	-1%	.	.	12%	.	-21	16%
COc1ccc(/C=C/C(=O)Nc2ccc3nc4n(c(=O)c3c2)CCCC4)cc1	-3%	-8%	-31%	-4%	-6%	-24	-2%
COc1ccc(S(=O)(=O)N2CCCCC2)cc1NC(=O)[C@@H]1CCCN1C(=O)c1cccs1	-2%	.	-49%	4%	1%	-9	-5%
CCN(CC)c1ccc(C=C(c2nnnn2-c2ccc(C)cc2)c2nnnn2-c2ccc(C)cc2)cc1	6%	-1%	-29%	-20%	11%	?	-7%
O=c1c2sc3ccccc3c2n(Cc2ccc(F)cc2)c(=O)n1Cc1ccco1	0%	.	.	-9%	.	13	0%
CCS(=O)(=O)C1=NN2C(=N)/C(=C\c3ccc(OC(=O)c4ccco4)c(OC)c3)C(=O)N=C2S1	?	-7%	-46%	0%	52%[activator]	-29	1%
COc1ccc(C2N(c3cc(C)on3)C(=O)C3CCCN32)cc1OC (stereo unspecified)	8%	-2%	-3%	1%	7%	15	0%
CCOC(=O)C(NC(=O)c1ccccc1)(Nc1cc(C)on1)C(F)(F)F (stereo unspecified)	2%	3%	13%	1%	?	22	-4%
C=CCOC(=O)C1=C(C)OC(N)=C(C#N)C1c1c(C)nn(-c2ccccc2)c1Cl (stereo unspecified)	-24%	-1%	2%	-3%	-2%	-2	?
CCc1ccc([C@@H]2CC(=O)[C@@H]3CN(S(=O)(=O)c4ccccc4C)[C@H](c4ccc(Cl)cc4)C[C@@H]3N2S(=O)(=O)c2ccc(C)cc2)cc1	.	.	.	5%	9%	-36	.
COC(=O)C1C(=O)NC(SC)=C(C#N)C1c1ccccc1F (stereo unspecified)	3%	0%	-10%	-2%	-1%	7	4%
Cc1ccccc1-c1cnc(C(O)c2ccc(F)cc2)[nH]1 (stereo unspecified)	.	.	.	-9%	-4%	64	.
Cc1ccccc1N1CCN(Cc2c(C#N)c3ccccc3n2C)CC1	5%	1%	-10%	2%	14%	-8	?
CCOc1ccc(NC(=O)CN(C)C(=O)C(C)Oc2ccc(Cl)cc2)cc1OCC (stereo unspecified)	.	.	.	4%	14%	-8	.
COc1ccc(Cl)cc1NC(=O)CSc1c2c(nc3ccccc13)CCC2	-5%	.	.	-3%	.	-70*	-3%
Cc1cc(C)c2c(N)c(C(=O)NN3CC(=O)N(c4ccccc4F)CC3=O)sc2n1	0%	-1%	-10%	-4%	32%[activator]	1	?
COc1cc(C(Nc2ccc3c(c2)OCO3)C(=O)NC2CCCCC2)cc(OC)c1OC (stereo unspecified)	-27%	-5%	0%	?	-4%	-6	-5%
CCOC(=O)C1=CN(Cc2cccc(-c3cccnc3)c2)S(=O)(=O)N(CC)C1C (stereo unspecified)	.	.	33%	3%	-1%	-4	.

Additional compounds.
SMILES	Sm TGR block	LmPK inhibitor	AmpC no deterg	Tb PYK inh	AMA1 RON2 block	HCMV inh	AmpC inh detg
CSc1ccc(CNC(=O)c2ccc(NC(=O)C3=CSCCO3)cc2)cc1	0%	-4%	-23%	41%[activator]	3%	0	2%
O=C(NCCc1ccccc1F)C1CCC(=O)N(Cc2ccc(Cl)cc2)C1 (stereo unspecified)	-6%	4%	69%[activator]	0%	12%	36	-15%
Fc1ccccc1CNc1ncnc2sccc12	-12%	1%	-20%	-5%	-2%	-15	-9%
CC(C)n1c(SCc2cc(=O)[nH]c3ccccc23)nc2c1c(=O)n(C)c(=O)n2C	12%	0%	-19%	-7%	0%	5	9%
CCOc1ccc(NC(=O)CCN2C(=O)c3ccccc3C2=O)cc1	10%	6%	54%	-1%	0%	-15	?
CCC(CC)NC(=O)Cc1ccc(F)cc1	4%	2%	-23%	0%	-2%	39	0%
O=C(CSc1nccn1Cc1ccc(Cl)cc1)Nc1ccc2c(c1)OCO2	5%	.	.	0%	.	-12	-6%
CCn1nc(C)c2c(-c3ccccc3)cc(=O)n(C(C)C(=O)Nc3cc(C)ccc3C)c21 (stereo unspecified)	-4%	.	.	4%	.	5	-7%
CC(=O)O[C@@H]1CC[C@]2(C)C3CC[C@@]4(C)C(C[C@@H](O)[C@@H]4O)C3[C@@H](OC(C)=O)C[C@H]2C1 (stereo partly specified)	.	.	138%[activator]	4%	2%	3	.
CSC1=NCCN1C(=O)c1ccco1	0%	1%	-5%	8%	-1%	49	?
O=C(c1cccs1)N1CCN(c2ncccn2)CC1	-4%	-2%	-4%	-3%	-2%	-19	3%
Cc1ccc(-c2noc(CSc3nnc(C)n3-c3ccc(C)c(C)c3)n2)cc1	-2%	.	.	1%	.	-10	10%
Cc1noc(/C=C/N(C)C)c1S(=O)(=O)N1CCCC(C(=O)Nc2ccc(F)cc2F)C1 (stereo unspecified)	6%&-10%	10%	-34%	-5%&2%	-3%	-12&0	0%&-8%
Cc1ccc(N(C(=O)c2csnn2)C(C(=O)NC(C)(C)C)c2cccs2)cc1 (stereo unspecified)	1%	2%	0%	2%	17%	-16	-9%
C#CC(C)(CC)NC(=O)Cn1nnc(-c2cccc(C(F)(F)F)c2)n1 (stereo unspecified)	?	5%	-4%	5%	21%	?	-4%
Cc1ccn2c(C=O)c(-c3ccc(F)cc3)c(C=O)c2c1	-28%	4%	-5%	-4%	0%	-28	1%
COc1ccccc1C(=O)c1c(C)c(CCC#N)n2ccccc12	-24%	-7%	-13%	-5%	1%	71	-4%
Cc1ccccc1NC(=O)Nc1ccccc1C(N)=O	12%	3%	-12%	-2%	-1%	-15	2%
CCCSc1nnc2nc3c(nn12)c1ccccc1n3C	0%	-6%	?	3%	-26%	-40	?
Cc1nc(Nc2cnc(/C=C/c3cc(C(=O)Nc4cccc(C(F)(F)F)c4)ccc3C)cn2)cc(N2CCNCC2)n1	1%	-9%	67%[activator]	0%	16%	.	?
Cc1cccc(NC(=O)c2cc(S(=O)(=O)N3CCCC3)cn2C)c1	-4%	8%	-22%	4%	8%	11	-13%
Cc1cc(C)c(NC(=O)Cn2nnc(C(=O)NCCc3ccccc3)c2N)c(C)c1	-6%	1%	-16%	0%	11%	.	3%
COCCCNC(=O)Cn1cnc2sc(C)c(S(=O)(=O)N3CCN(c4ccccc4OC)CC3)c2c1=O	-2%&-11%	-4%	-12%	0%&-1%	-6%	-21&5	-3%&-2%
CN1CCN(C/C(=C2/N=C(c3ccccc3)OC2=O)N(C)C)CC1	-10%	-4%	9%	9%	-7%	-3	3%
COc1cc2c(cc1OC)C(NNC(=O)c1ccc(Br)o1)=NC(C)(C)C2	1%	-11%	2%	1%	98%[activator]	?	0%

Six entries from above, with bars between the fields.
SMILES | Sm TGR block | LmPK inhibitor | AmpC no deterg | Tb PYK inh | AMA1 RON2 block | HCMV inh | AmpC inh detg
CSc1ccc(CNC(=O)c2ccc(NC(=O)C3=CSCCO3)cc2)cc1 | 0% | -4% | -23% | 41%[activator] | 3% | 0 | 2%
O=C(NCCc1ccccc1F)C1CCC(=O)N(Cc2ccc(Cl)cc2)C1 (stereo unspecified) | -6% | 4% | 69%[activator] | 0% | 12% | 36 | -15%
Fc1ccccc1CNc1ncnc2sccc12 | -12% | 1% | -20% | -5% | -2% | -15 | -9%
CC(C)n1c(SCc2cc(=O)[nH]c3ccccc23)nc2c1c(=O)n(C)c(=O)n2C | 12% | 0% | -19% | -7% | 0% | 5 | 9%
CCOc1ccc(NC(=O)CCN2C(=O)c3ccccc3C2=O)cc1 | 10% | 6% | 54% | -1% | 0% | -15 | ?
CCC(CC)NC(=O)Cc1ccc(F)cc1 | 4% | 2% | -23% | 0% | -2% | 39 | 0%

More records.
SMILES	Sm TGR block	LmPK inhibitor	AmpC no deterg	Tb PYK inh	AMA1 RON2 block	HCMV inh	AmpC inh detg
COc1ccccc1C(=O)NC(=O)COC(=O)c1cccc(C)c1O	-7%	.	-23%	-9%	20%	-35	?
CCc1ccc(NC(=O)Cn2c(=O)n(Cc3ccc4c(c3)OCO4)c(=O)c3oc4ccccc4c32)cc1	-1%	.	.	-2%	.	6	-6%
COCC(O)CSc1c([N+](=O)[O-])nc(C)n1Cc1ccc(OC)c([N+](=O)[O-])c1 (stereo unspecified)	-18%	1%	-10%	0%	4%	-12	6%
CCN1CCCC1CNC(=O)c1cn(C)c2ccc(S(=O)(=O)N3CCCCCC3)cc2c1=O (stereo unspecified)	0%	-2%	56%	-4%	5%	-25	-7%
O=C(COc1ccccc1C(=O)O)Nc1nc2ccc([N+](=O)[O-])cc2s1	1%	4%	-51%	-4%	-2%	-24	-3%
Cc1ccc(CN(C(=O)c2ccco2)C(C(=O)NC2CCCC2)c2cccnc2)cc1 (stereo unspecified)	.	-6%	15%	-7%	-11%	8	0%
CNC(=S)N/N=C/c1cn(Cc2ccc(F)cc2)c2ccccc12	-5%	3%	-46%	-4%	9%[2.32 µM]	23	?
CC(C)C(NS(=O)(=O)c1cccc2nsnc12)C(=O)NC1CCCCC1 (stereo unspecified)	-1%	-8%	-5%	5%	24%	?	-2%
CCCOc1ccc(F)cc1-c1cc(C(=O)NCc2ccccc2)[nH]n1	.	.	.	-3%	13%	50	.
Cc1nc(C(C)N(C)Cc2nc(-c3ccc4c(c3)OCO4)no2)c(C)s1 (stereo unspecified)	-18%	3%	109%[activator]	-1%	-29%	5	-7%
Cn1c(=O)c2c(-c3ccccc3)n(-c3cccc(C#N)c3)cc2n(C)c1=O	-5%	.	.	-4%	.	-1	-3%
